rCAG binder: r(CAG) repeat RNA binding | actives 1.3% (n = 370,000) | TO-PRO-1 dye displacement fluorescence | inhibition, % at 3 µM;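 active = inhibition above the plate cutoff, the mean of all test compounds on that plate plus 3 SD, cut at about 35% in these data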;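 also: 0% = DMSO alone and 100% = 100 µM mitoxantrone as full dye displacement; higher means more dye released from RNA so lower well fluorescence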
ASAP1 GAP inh: ASAP1 ArfGAP inhibition; actives 0.19% (n = 360,000); ASAP1-stimulated ARF1 GTP hydrolysis, GDP FP detection; inhibition, % at 16.5 µM; Q9ULH1; in the data active = inhibition above about 25%;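 also: 0% = vehicle with enzyme and substrate and 100% = no enzyme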
Target sequence (Q9ULH1 325-724 limits assumed): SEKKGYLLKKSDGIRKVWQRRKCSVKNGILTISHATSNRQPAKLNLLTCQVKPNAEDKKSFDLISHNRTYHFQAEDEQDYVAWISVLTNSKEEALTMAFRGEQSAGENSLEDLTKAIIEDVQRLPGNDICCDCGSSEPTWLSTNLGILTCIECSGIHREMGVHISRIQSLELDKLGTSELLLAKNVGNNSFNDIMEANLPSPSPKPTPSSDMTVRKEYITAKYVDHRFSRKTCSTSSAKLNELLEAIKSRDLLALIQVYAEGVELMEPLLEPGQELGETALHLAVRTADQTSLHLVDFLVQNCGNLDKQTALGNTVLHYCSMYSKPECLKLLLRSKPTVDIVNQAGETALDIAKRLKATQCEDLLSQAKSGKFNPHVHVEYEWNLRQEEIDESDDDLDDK
Tn6 DDE FP: DD(E)-Tn6 binding inhibition, primary FP screen. P02675. Fibrin DD(E) TRITC-Tn6 fluorescence polarization displacement. inhibition, % at 8.3 µM. actives 0.21% (n = 370,000). AID 720509;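 active = inhibition above a per-campaign cutoff: mean of compounds within control limits plus 3 SD, cut at about 15% in these data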;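 also: 0% = median of all compound wells on the plate and 100% = blocking peptide control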
sPLA2-III inh: Inhibits HGIII-sPLA2 liposome hydrolysis, primary screen; Q9NZ20; QFRET BODIPY PC-A2 liposome hydrolysis, fluorescence; inhibition, % at 12.2 µM; actives 0.56% (n = 370,000);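 active = inhibition above mean plus 3 SD of compounds lying within the high and low control bounds, cut at about 19% in these data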;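 also: 0% = median of test compound wells and 100% = no enzyme DMSO wells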
ADAM10 inh: ADAM10 inhibition, QFRET primary screen; inhibition, % at 7 µM; actives 0.62% (n = 370,000); recombinant ADAM10, EDANS/DABCYL FRET peptide cleavage, 3 h; O14672; AID 720582;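 active = inhibition above a per-campaign cutoff equal to the mean of compounds falling between control-based bounds plus 3 SD, cut at about 20% in these data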;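 also: 0% = DMSO wells while the 100% control is not disclosed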
Target sequence (O14672 214-748 limits assumed): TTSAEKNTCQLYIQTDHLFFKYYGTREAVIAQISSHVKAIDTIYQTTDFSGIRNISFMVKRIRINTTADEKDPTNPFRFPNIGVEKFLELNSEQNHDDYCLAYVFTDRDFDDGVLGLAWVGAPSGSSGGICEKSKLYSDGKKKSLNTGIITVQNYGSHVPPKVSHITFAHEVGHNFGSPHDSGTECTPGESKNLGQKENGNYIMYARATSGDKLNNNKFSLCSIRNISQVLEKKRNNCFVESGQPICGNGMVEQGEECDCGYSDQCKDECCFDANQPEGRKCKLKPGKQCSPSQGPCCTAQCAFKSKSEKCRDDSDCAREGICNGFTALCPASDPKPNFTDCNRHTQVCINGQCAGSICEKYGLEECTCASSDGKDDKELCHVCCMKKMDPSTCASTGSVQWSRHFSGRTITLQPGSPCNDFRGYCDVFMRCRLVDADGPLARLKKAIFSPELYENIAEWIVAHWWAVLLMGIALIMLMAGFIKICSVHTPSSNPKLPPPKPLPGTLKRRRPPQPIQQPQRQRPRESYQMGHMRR
KLK7 zymogen act: proKLK7 (human) activation, primary screen | activation, % at 7 µM | actives 0.9% (n = 370,000) | AID 652039 | P49862 | purified proKLK7, EDANS-DABCYL substrate fluorescence; 100% is mature enzyme control, 0% vehicle;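 active = activation above the mean of all tested compounds plus 3 SD, computed per campaign excluding outliers beyond control limits, cut at about 13% in these data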
NPR2 activator: GC-B (human) receptor activation; P20594; HEK293-GC-B cells, CNP EC30, cGMP TR-FRET; 0% at EC30 CNP, 100% saturating CNP; activation, % at 10 µM; actives 0.11% (n = 370,000);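 active = activation at 10 µM reaching about 35% in either raw or pattern-adjusted values, limit read from the data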
FXN GAA850 act: increases GAA850 frataxin promoter reporter activity; HEK293 lucGAA850 FXN promoter luciferase reporter, 24 h; percent of 10 µM SAHA response; activation, % at 6 µM; actives 0.56% (n = 360,000);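 active = activation above the average of all compounds screened plus 3 SD, cutoff fixed separately per campaign, cut at about 7.5% in these data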;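 also: 0% = DMSO wells and 100% = 10 µM SAHA wells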
ARFGAP1 inh: rat ARFGAP1 inhibition; Q62848; actives 0.26% (n = 360,000); Arfgap1-stimulated ARF1 GTP hydrolysis, GDP FP detection; inhibition, % at 16.5 µM;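 active = inhibition above a per-plate limit, mean inhibition of low control wells plus 3 SD, cut at about 25% in these data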;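 also: 0% = DMSO wells with enzyme and 100% = wells lacking Arfgap1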
Target sequence (Q62848 1-136 limits assumed): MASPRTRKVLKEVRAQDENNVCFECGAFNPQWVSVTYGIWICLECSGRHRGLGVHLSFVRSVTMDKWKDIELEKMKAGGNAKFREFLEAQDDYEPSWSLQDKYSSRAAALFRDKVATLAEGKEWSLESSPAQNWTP
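material = rat Arfgap1 catalytic domain, aa 1-136 | also added = human ARF1(Δ1-17)-GTP substrate | compound dosing = one concentration, 16.5 µM, DMSO 1.26% | times = GTP hydrolysis reaction 2 h at 25 °C | measured by = FP, GDP Alexa 633 tracer displaced from anti-GDP antibody, 620/688 nm | evaluation = percent inhibition of Arfgap1-stimulated GTP hydrolysis | replication = single well per compound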
NPR1 activator: GC-A (human) enzyme activation | HEK293 GC-A cells, cGMP TR-FRET, EC30 ANP; 0% at EC30 ANP, 100% saturating ANP | activation, % at 10 µM | actives 0.14% (n = 370,000) | P16066; in the data active = activation above about 40%
Numbers without * were called inactive; i = inactive; . = not tested or not shown.

Sample of the layout:
mol	rCAG binder	ASAP1 GAP inh	Tn6 DDE FP	sPLA2-III inh	ADAM10 inh	KLK7 zymogen act	NPR2 activator	FXN GAA850 act	ARFGAP1 inh	NPR1 activator
COc1ccc(S(=O)(=O)Nc2cccc(S(=O)(=O)NC3=NCCC3)c2)cc1[N+](=O)[O-]	4	-3	-7	5	-8	-0.2	-4	-0.6	2	4
O=C(Cn1cnc2ccccc2c1=O)OCC(=O)c1ccc2c(c1)OCCO2	3	-1	-6	-2	-14	0.6	2	1.3	3	0

This part in full, from the first entry:
mol	rCAG binder	ASAP1 GAP inh	Tn6 DDE FP	sPLA2-III inh	ADAM10 inh	KLK7 zymogen act	NPR2 activator	FXN GAA850 act	ARFGAP1 inh	NPR1 activator
COc1ccc(S(=O)(=O)Nc2cccc(S(=O)(=O)NC3=NCCC3)c2)cc1[N+](=O)[O-]	4	-3	-7	5	-8	-0.2	-4	-0.6	2	4
O=C(Cn1cnc2ccccc2c1=O)OCC(=O)c1ccc2c(c1)OCCO2	3	-1	-6	-2	-14	0.6	2	1.3	3	0
CC1=C(C(=O)N2CCOCC2)CC(CC(=O)NC2CCCC2)C(=O)N1Cc1ccccc1 (configuration not stated)	0	10	1	11	-17	-0.8	2	0.1	-2	2
Cc1ccc(S(=O)(=O)N2CCOCC2)cc1C(=O)OCCOc1cccc(Cl)c1	-3	6	-1	-2	2	0.0	3	0.8	7	0
CCOC(=O)Sc1nc2ncncc2[nH]1	2	3	4	3	6	-0.1	3	0.9	3	5
Cc1ccc(S(=O)(=O)Nc2cccc(C(=O)N3CCC(C(N)=O)CC3)c2)cc1	2	1	-2	9	-2	-0.2	4	-0.1	7	0
COC(C[C@H](O)[C@H](C)[C@H](O)COCc1ccccc1)OC	-2	-3	6	1	-11	0.1	1	-2.0	4	2
CCC(C)NC(=O)c1nn(Cc2ccccc2)c(=O)c2ccccc12 (configuration not stated)	-3	8	4	-1	6	0.9	1	-0.8	10	6
O=C(Nc1ccc2nsnc2c1)NC1CCCCC1	1	5	-5	-1	i	21*	2	1.9	6	2
CC(OC(=O)c1ccco1)C(=O)Nc1ncc(Cl)cc1Cl (configuration not stated)	3	8	-4	13	-10	-0.3	-2	0.1	-4	2
CCOc1ccc(C2C(C#N)=C(C)NC3=C2C(=O)c2ccccc23)cc1 (configuration not stated)	9	1	-5	-7	-37	2.6	-4	3.6	-12	-4
CCOc1ccc(C(=O)CCC(=O)N2CCN(c3ccc(O)cc3)CC2)cc1	9	11	7	2	-13	0.8	3	-0.9	-7	-2
CC1(Cc2cc(Cl)ccc2C(F)(F)F)C(=O)Nc2cc(C(F)(F)F)ccc21 (configuration not stated)	-3	-2	3	-7	18	-0.8	-7	1.9	0	-15
O=C(O)CSCC(=O)c1ccccc1	-1	-13	5	7	4	-0.5	2	-1.2	-2	3
CN(Cc1ccccc1)C(=O)c1ccc(NC(=O)Cc2cccc(NC(=O)C3CCCN(C(=O)C4CCCC4)C3)c2)cc1 (configuration not stated)	0	-5	8	-30	7	0.7	1	-1.0	1	2
Cc1cccc(NC(=O)c2nc[nH]c2C(=O)Nc2cc(Br)ccc2F)c1	3	4	2	5	-6	0.7	1	-0.2	5	3
O=C(NCc1ccccc1)C(c1ccc(C(F)(F)F)cc1)n1c(=O)c(-c2ccco2)nc2ccccc21 (configuration not stated)	36*	-13	2	10	-118	-3.1	7	.	-12	15
C=CCN(CC=C)C(=S)NC(=O)c1ccc(OC)cc1	2	-6	4	4	3	-0.2	3	1.6	-1	0
COc1cc(S(=O)(=O)NC2CCCCC2)c(C)cc1C	-8	-13	2	-3	1	0.4	-3	0.3	-4	-16
O=C1c2ccccc2S(=O)(=O)c2cc(-c3nn[nH]n3)ccc21	6	2	-12	-11	-8	4.5	-1	-0.5	-8	3
COc1ccc(Cn2cc(COC(=O)N(C)Cc3ccccc3)nn2)cc1	-1	.	2	-4	2	0.2	5	.	.	-1
CC1CCCN(S(=O)(=O)c2ccc(S(=O)(=O)N3CCCN(Cc4ccccc4)C3)cc2)C1 (configuration not stated)	1	9	-4	-3	9	-0.4	6	-2.1	-19	5
COC(=O)C[C@H]1CC[C@H](NC(=O)c2cccc(F)c2)[C@@H](CO)O1	1	-2	2	2	5	-0.9	1	.	3	3
COc1cccc2sc(N(CCCN(C)C)C(=O)COc3ccc(Cl)cc3)nc12	3	-1	-5	-11	-1	-0.3	-12	0.6	-1	-16
O=C(O)Cn1c(SCCOc2ccccc2F)nc2ccccc21	4	4	6	-2	-2	0.0	-1	-1.7	7	0
O=C1Nc2cccnc2Sc2ccccc21	-1	-2	-11	7	-5	0.7	0	-1.1	-3	-3
O=C(N/N=C/c1ccsc1)c1cc(O)cc(O)c1	10	5	1	-3	11	-0.2	4	-0.5	8	4
C=CCn1c(O)c(C(CC)=NCCN2CCOCC2)c(=O)[nH]c1=O	11	-19	-2	9	-1	0.4	0	-1.1	0	-2
O=C(Nc1ccc(OC(F)(F)F)cc1)c1[nH]ncc1[N+](=O)[O-]	4	-5	-1	-15	0	0.4	-4	0.7	-1	-6
CN(C)C(CNC(=O)CCc1c[nH]c2ccccc12)c1ccccc1 (configuration not stated)	1	-10	-5	-22	13	-0.1	-2	-0.2	20	0
O=C(NN=C1CCN(Cc2ccccc2)CC1)c1cc2ccccc2cc1O	52*	7	-9	10	1	-0.9	-6	2.0	11	-2
CC1CN(C(=O)COC(=O)c2ccc(O)cc2)CC(C)O1 (configuration not stated)	-1	-6	-4	-2	-8	-0.2	1	2.7	12	4
CC(=O)NCCC(=O)Nc1sc2c(c1-c1nc3ccccc3[nH]1)CCCC2	13	-10	4	-8	-92	2.1	-15	-0.4	8	5
OC(COc1ccc2ccccc2c1Br)Cn1ccnc1 (configuration not stated)	-2	-3	-10	-25	7	-0.3	-18	2.2	4	-9
O=c1[nH]nc(SCc2ccccc2)n1C1CC2C=CC1C2 (configuration not stated)	-4	-9	3	2	1	0.0	0	1.9	2	-2
CC(=O)Nc1ccc(NC(=O)CS(=O)(=O)c2cn(CC(=O)N3CCC(C)CC3)c3ccccc23)cc1	6	-1	4	0	0	-0.7	1	1.6	1	1
COc1ccc(N2CCN(C(=O)C3CCN(S(=O)(=O)c4c(C)noc4/C=C/N(C)C)CC3)CC2)cc1	11	16	-4	5	18	-0.1	4	0.3	18	2
O=C(c1ccco1)N1CCN(C(=O)c2ccc(COc3ccc(F)cc3)o2)CC1	0	-6	-1	-5	3	-0.5	-3	1.8	3	-2
Cc1ccc(S(=O)(=O)Oc2ccc(C3C4=C(CCCC4=O)OC4=C3C(=O)CCC4)cc2)cc1	3	-6	6	-4	4	-0.1	-7	1.7	15	1
COc1cc(-c2noc(C)c2C(=O)NCCO)cc(OC)c1OC	3	-10	9	3	0	0.0	2	-1.5	-2	0
CN(C(=O)c1cc(-c2ccccc2)on1)C1CCCCC1	1	-3	1	-2	4	1.0	4	6.8	-9	-2
CC1Cc2nc(SCC(=O)N3CCCc4ccccc43)n(C)c(=O)c2S1 (configuration not stated)	3	4	3	12	1	-0.7	-3	0.1	-5	-2
CCNc1nc(NCC)n2c(SCC(=O)c3ccc(C(C)C)cc3)nnc2n1	5	-16	-4	-26	-10	-0.7	-4	1.3	15	-2
CCCCn1c(N)c(N(CC(C)C)C(=O)c2ccc(Br)s2)c(=O)[nH]c1=O	2	16	0	-4	-6	0.1	-8	-1.0	10	-1
CCCc1cc(=O)[nH]c(SCC(=O)c2cc(C)n(C)c2C)n1	6	-21	1	2	0	-0.2	-1	-1.5	2	5
COc1ccccc1N1CCN(C(=O)c2ccc(N3CCCC3=O)cc2)CC1	-4	0	-5	-3	2	0.1	2	-0.1	-6	2
COc1cc(/C=C(/NC(=O)c2ccccc2)C(=O)Nc2cccc(O)c2)c([N+](=O)[O-])cc1OC	10	14	2	-17	4	0.4	-6	-0.9	1	-3
COCCNC(=O)c1sc2ncn(CC(=O)Nc3ccc(C)c(Cl)c3)c(=O)c2c1C	14	2	3	-11	10	0.0	-10	-0.6	-8	2
Cc1ccc(C(=O)OCC(=O)c2c[nH]c3ccccc23)cc1NC(=O)c1ccco1	15	3	3	-29	0	-0.6	2	2.4	3	0
CN(CCc1ccccn1)S(=O)(=O)c1ccc2c3c(cccc13)C(=O)N2	0	1	-1	1	i	42*	5	3.2	-2	1
CC1(C(=O)Nc2ccc3ccccc3c2)CCC(=O)N1CCCn1ccnc1 (configuration not stated)	0	7	0	7	-7	0.6	-2	.	5	4
O=C(CCl)N(C1CCCC1)C1CCS(=O)(=O)C1 (configuration not stated)	1	-5	2	-3	-1	-0.3	-4	-12	5	-5
CN(C)CCCCCCCCCCC(=O)/C=N/O	2	4	0	-39	0	-0.3	-2	-1.9	6	-3
Nc1c(C(=O)Nc2ccc(Br)cc2)sc2nc(-c3ccco3)ccc12	51*	1	0	19	-180	1.3	-1	1.4	4	7
CC(C)N1C(=O)C2C(C(=O)NC3CCCCC3)C3C=CC2(O3)C1C(=O)NC1CCCCC1 (configuration not stated)	-7	1	3	9	2	-0.5	4	0.5	6	3
CCOc1ccc(C(=O)Nc2ccc(-c3cc4ccccc4oc3=O)c(C)c2)cc1[N+](=O)[O-]	8	5	0	1	1	0.3	3	-0.2	6	0
c1ccc(OCCNc2ccn3nc(-c4ccccc4)cc3n2)cc1	7	12	-2	-17	-89	-2.5	-4	3.6	-3	-4
Cc1sc2ncn(CC(=O)NCC(=O)N3CCN(c4ccc(F)cc4)CC3)c(=O)c2c1C	1	-10	2	1	6	0.4	-5	0.8	0	-1
Cc1ccc2c(c1)NC(=O)c1cccc([N+](=O)[O-])c1CO2	0	5	2	2	-1	-0.5	2	.	4	0
Cc1ccc(S(=O)(=O)Nc2nc3ccc(S(C)(=O)=O)cc3s2)cc1	15	6	-3	-14	-7	-0.3	-5	-0.1	3	-1

Next part
mol	rCAG binder	ASAP1 GAP inh	Tn6 DDE FP	sPLA2-III inh	ADAM10 inh	KLK7 zymogen act	NPR2 activator	FXN GAA850 act	ARFGAP1 inh	NPR1 activator
CCC(Sc1ncnc2c1c(-c1ccccc1)cn2-c1ccc(OC)cc1)C(=O)OC (configuration not stated)	3	-11	-9	-10	1	-3.0	-3	3.9	10	-3
O=C1CC(c2cccc(O)c2)Oc2ccccc21 (configuration not stated)	0	5	5	-12	-13	-0.1	-1	3.7	-5	-2
CCN(CC)C(=O)N1CCc2ccccc21	1	3	2	4	-5	0.0	1	-0.9	5	3
COc1ccc(OC)c(NC(=O)C2(C)CCN2Cc2ccccc2OC(F)F)c1 (configuration not stated)	-1	2	6	-2	-10	0.1	3	-1.4	-8	-3
O=C(Cc1cccc2ccccc12)Nc1nc(-c2cccc([N+](=O)[O-])c2)cs1	3	1	2	1	6	0.4	-1	1.6	-1	2

Assay outcomes from PubChem BioAssay.
